USP30 inh = inhibitors of human USP30 deubiquitinase | purified USP30, Ub-rhodamine cleavage fluorescence | 47,000 compounds, 5.3% hits | Ubiquitin carboxyl-terminal hydrolase 30 (Homo sapiens), Q70CQ3 | inhibition, % at 25 µM
USP7 block = inhibitors of human USP7 deubiquitinase | Ubiquitin carboxyl-terminal hydrolase 7 (Homo sapiens), Q93009 | purified USP7, Ub-rhodamine cleavage fluorescence | inhibition, % at 20 µM | 47,000 compounds, 0.3% hits | AID 1645854, 2021
USP10 block = inhibitors of human USP10 deubiquitinase. purified USP10, Ub-rhodamine fluorescence, 60 min. inhibition, % at 20 µM. 47,000 compounds, 1.1% hits
USP8 inh = inhibitors of human USP8 deubiquitinase | Ubiquitin carboxyl-terminal hydrolase 8 (Homo sapiens), P40818 | purified USP8, Ub-rhodamine cleavage fluorescence, 30 min | inhibition, % at 20 µM | 47,000 compounds, 4.2% hits
USP28 block = inhibitors of human USP28 deubiquitinase; Ubiquitin carboxyl-terminal hydrolase 28 (Homo sapiens), Q96RU2; purified USP28, Ub-rhodamine cleavage fluorescence, 30 min; inhibition, % at 25 µM; 47,000 compounds, 3% hits
UCHL1 inh = inhibitors of human UCHL1 deubiquitinase; Ubiquitin carboxyl-terminal hydrolase isozyme L1 (Homo sapiens), P09936; purified UCHL1, Ub-rhodamine cleavage fluorescence; inhibition, % at 20 µM; 47,000 compounds, 0.2% hits; AID 1645859, 2021
USP17 inh = inhibitors of human USP17 deubiquitinase | Ubiquitin carboxyl-terminal hydrolase 17-like protein 5 (Homo sapiens), A8MUK1 | purified USP17, Ub-rhodamine cleavage fluorescence, 3 h | inhibition, % at 50 µM | 47,000 compounds, 6.5% hits | AID 1645855, 2021
Target sequence (A8MUK1 whole entry, looked up): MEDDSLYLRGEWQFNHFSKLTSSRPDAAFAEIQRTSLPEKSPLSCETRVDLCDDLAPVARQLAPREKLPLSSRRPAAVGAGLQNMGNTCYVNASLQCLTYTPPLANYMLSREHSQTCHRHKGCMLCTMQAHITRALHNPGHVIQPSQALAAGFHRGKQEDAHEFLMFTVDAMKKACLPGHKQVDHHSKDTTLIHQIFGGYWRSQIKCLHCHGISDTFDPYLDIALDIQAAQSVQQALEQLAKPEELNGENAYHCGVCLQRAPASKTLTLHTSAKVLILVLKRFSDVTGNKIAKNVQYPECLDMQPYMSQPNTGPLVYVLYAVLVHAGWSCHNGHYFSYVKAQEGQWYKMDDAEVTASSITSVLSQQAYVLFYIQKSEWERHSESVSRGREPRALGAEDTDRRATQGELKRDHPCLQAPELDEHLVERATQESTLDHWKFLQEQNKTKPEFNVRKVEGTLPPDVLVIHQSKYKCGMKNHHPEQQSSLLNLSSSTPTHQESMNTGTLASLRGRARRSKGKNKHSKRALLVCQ
OTUD3 inh = inhibitors of human OTUD3 deubiquitinase. purified OTUD3, Ub-rhodamine fluorescence, 2 h. inhibition, % at 25 µM. 47,000 compounds, 0.7% hits
Target sequence (Q5T2D3 whole entry, looked up): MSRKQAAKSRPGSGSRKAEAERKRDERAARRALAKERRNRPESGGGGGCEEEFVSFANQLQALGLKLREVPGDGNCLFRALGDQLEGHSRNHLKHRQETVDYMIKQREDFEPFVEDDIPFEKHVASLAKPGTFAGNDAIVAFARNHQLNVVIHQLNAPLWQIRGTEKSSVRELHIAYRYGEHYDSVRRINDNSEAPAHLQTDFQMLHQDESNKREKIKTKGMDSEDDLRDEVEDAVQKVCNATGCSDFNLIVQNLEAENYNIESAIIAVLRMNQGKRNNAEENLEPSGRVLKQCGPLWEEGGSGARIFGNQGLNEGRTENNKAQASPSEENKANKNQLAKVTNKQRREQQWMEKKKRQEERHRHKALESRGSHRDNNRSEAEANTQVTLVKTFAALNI
* = called active by the depositor; nt = not tested or not shown. Cut-off read from the data, not from the text of the source: active = inhibition above about 30%; inactive = the rest.

mol,USP30 inh,USP7 block,USP10 block,USP8 inh,USP28 block,UCHL1 inh,USP17 inh,OTUD3 inh
CC1Oc2ccccc2C(=O)N(Cc2ccccc2)C1=O (stereo not drawn),32*,-83,3,18,33*,2,20,22
CC(C)NC(=O)C1CCN(c2nc3ccc(-c4cccnc4)nc3s2)CC1,23,3,-4,-1,22,-3,10,13
O=C1C2CSCN2C(=O)N1c1cccc(C(F)(F)F)c1 (stereo not drawn),-33,-8,-1,3,-10,-2,-1,-1
NC(=O)c1ccc(N2CCN(c3ccccc3O)CC2)c([N+](=O)[O-])c1,-10,nt,1,12,12,3,32*,4
COc1cccc(N2CCN(c3ncnc4c3c(-c3ccccc3)cn4-c3cccc(Cl)c3)CC2)c1,-11,5,3,0,5,1,10,4
COc1ccccc1CNC(=O)Cn1c(C)nc2onc(C)c2c1=O,35*,5,4,1,13,2,16,12
O=C(NCCC1=CCCCC1)C1CCN(c2cnc3nccnc3c2)CC1,-83,-18,-10,-54,-23,-15,-37,-13
CNc1cncc(C2CCCN2C(=O)c2ccc3c(c2)OCCO3)n1 (stereo not drawn),-15,0,-6,-19,-7,-3,-9,-5
Cc1nc(CC(=O)Nc2cc(F)cc(F)c2)sc1C(=O)NC1CC1,-61,-5,-3,61*,-12,5,24,-16
CCc1nnc(C2CCN(C(=O)c3ccc(F)cc3)CC2)s1,21,4,0,10,5,2,7,8
Cc1nc(-c2cc(S(=O)(=O)N3CCCCC3)c(C)n2C)sc1C,7,2,3,-9,27,11,0,5
Cc1sc(-c2ccccn2)nc1OC(=O)c1cccc(Cl)c1Cl,82*,-130,-3,-225,23,0,77*,11

(listing goes on)
mol,USP30 inh,USP7 block,USP10 block,USP8 inh,USP28 block,UCHL1 inh,USP17 inh,OTUD3 inh
O=C(NCc1ccccc1)c1c(O)c2cccnc2n(-c2ccccc2)c1=O,21,2,5,2,4,0,23,3
COc1ccc(OC[C@@H]2C3CCC(C3)N2C(=O)c2snnc2C)cc1 (stereo partly drawn),9,2,-1,19,8,3,20,16
CCN1C(=O)C(C)(C(=O)NCc2ccccc2C)Oc2cccnc21 (stereo not drawn),-57,-1,-6,-13,-22,-3,nt,-10
c1ccc(-n2cnnc2C2CCN(Cc3cccnc3)CC2)cc1,2,3,-3,-4,2,1,-2,9
O=C1OCC2=C1C(c1ccsc1)CC(=O)N2c1cccc(Br)c1 (stereo not drawn),8,-20,1,8,2,1,9,8
CN(C)c1ncc(-c2cc(C(=O)NC3CC3)n(CC3CC3)c2)cn1,-3,-3,1,1,-6,-1,0,-11
CC(C)c1noc(-c2cc(=O)n(CC(=O)Nc3ccccc3)c3ccccc23)n1,-6,0,5,2,-7,-5,2,-2
COc1ccccc1NC(=O)N1CCc2[nH]cnc2C1c1ccccn1 (stereo not drawn),-13,-1,0,-38,-9,-2,-12,-2
COc1ccc(NC(=O)N(C2=NCCC2)c2ccccc2)cc1,6,0,2,-3,1,1,11,1
COc1cccc(CN2C(=O)CCC2(C)C(=O)NC2CCCC2)c1OC (stereo not drawn),-12,1,-4,1,-7,-3,0,-6
CC(=O)N1CCN(C(=O)NCc2ccccc2)CC2(CNC(=O)C2)C1 (stereo not drawn),-13,1,3,-1,-6,2,-5,-3
O=S(=O)(c1ccc(F)c(Cl)c1)N1CCC(N2CCOCC2)CC1,21,6,2,22,2,2,8,11

Next compounds
mol,USP30 inh,USP7 block,USP10 block,USP8 inh,USP28 block,UCHL1 inh,USP17 inh,OTUD3 inh
Fc1ccc(-n2cc(-c3ccccc3)c3c(NCc4ccco4)ncnc32)cc1,-33,9,6,5,-5,8,-4,3
O=C(COc1ccccc1[N+](=O)[O-])NCCC1=CCCCC1,11,-34,-2,-105,7,1,-7,4
Cn1nc(-c2ccccc2)c(COC(=O)c2ccc(F)cc2)c1Sc1cccc(C(F)(F)F)c1,27,13,9,24,13,9,12,16
CC(Sc1nc2ccccc2[nH]1)C(=O)NCc1ccc2c(c1)OCO2 (stereo not drawn),6,3,6,-10,3,2,-6,6
Cc1nc(-c2ccccn2)sc1C(=O)Nc1ccc(F)cc1,nt,0,0,1,nt,4,0,2
Cc1nccn1-c1cccc(C2CCCN(c3ncccn3)C2)n1 (stereo not drawn),nt,nt,-1,2,nt,-1,2,1
O=S(=O)(O)c1ccc(Cc2ncc(C(F)(F)F)cc2Cl)s1,16,1,2,0,6,1,0,3
CCOC(=O)N1CCN(C(=O)CNC(=O)c2cc3cc(OC)ccc3n2C)CC1,0,-3,-1,-3,-6,-2,0,-2
Cc1ccc2[nH]c3c(=O)n(CCC4=CCCCC4)cnc3c2c1,10,10,1,31*,5,3,15,10
CNC(=O)[C@@]12CCC3(CCN(S(=O)(=O)c4cccc(Cl)c4)CC3)[C@@H]1CN(C)C2,0,5,1,-8,7,2,0,1
CCOC(=O)c1cccc(NC(=O)Cc2nc(-c3ccc(OC)cc3)no2)c1,-4,4,2,9,8,-2,-9,0
COc1ccc(CC(=O)N(C)c2nc3c(s2)CCc2occc2-3)cc1,-44,-25,2,-180,-6,0,14,-18

The list continues.
mol,USP30 inh,USP7 block,USP10 block,USP8 inh,USP28 block,UCHL1 inh,USP17 inh,OTUD3 inh
Cn1c(=O)c2c(nc(SCc3nnc(-c4ccccc4)o3)n2Cc2ccc(F)cc2)n(C)c1=O,63*,-4,1,-37,33*,8,59*,29
Cc1cc2n(n1)CC(C)(C(=O)NCc1ccc(F)cc1)N(Cc1ccc(Cl)cc1)C2=O (stereo not drawn),2,-10,0,-20,1,-3,-3,0
CCc1cccc(NC(=O)Cn2c(=O)nc(N3CCCCC3)c3ccccc32)c1,9,7,4,25,8,0,43*,5
Cc1ccc(N2CCCS2(=O)=O)cc1NC(=O)c1ccc(Br)o1,1,0,4,1,-4,0,-9,1
Nc1ncnc2nc(C3CCN(C(=O)Cc4ccccc4)C3)ccc12 (stereo not drawn),nt,-6,-4,-15,nt,-8,-9,0
Cc1c(CN2CCC3(CC2)Nc2ccccc2C2=NCCN23)cnn1C,4,2,-4,1,1,-1,1,3
Cc1ccc2nc(NC(=O)CN3CCC(C(N)=O)CC3)sc2c1,19,3,0,1,3,1,6,7
COc1ccc([C@@H]2C[C@H]3NC(=O)CCC[C@@H]3N2C(=O)c2ccccn2)cc1,2,4,-1,14,0,-1,-2,7
CCc1ccc(CN2CCC3(CC2)CCN(c2cncnc2)C3=O)o1,nt,-5,-2,-9,nt,0,-13,1
CN1C[C@H]2C3(CCN(C(=O)c4cccnc4)CC3)CC[C@@]2(C(=O)N2CCCC2)C1,7,2,0,-65,12,-2,-4,6
Cc1ccc(C(=O)Nc2nc3n(n2)C(c2ccccc2)CC(=O)N3)cc1 (stereo not drawn),10,7,8,15,-1,6,71*,1
Cc1ccc2[nH]c3c(=O)n(CCN4CCNCC4)cnc3c2c1,21,7,3,6,6,3,0,4

Further structures
mol,USP30 inh,USP7 block,USP10 block,USP8 inh,USP28 block,UCHL1 inh,USP17 inh,OTUD3 inh
CN1CCCc2cc(C(CNC(=O)C3CCCCC3)N3CCOCC3)ccc21 (stereo not drawn),-129,1,-5,-2,-42,-3,-24,-29
O=C(c1ccco1)N1CCN(C(C(=O)N2CCCCC2)c2ccccc2)CC1 (stereo not drawn),-33,-9,-6,0,-18,-4,-16,-22
COc1cccc2[nH]c3c(N4CCCC4)ncnc3c12,0,10,3,21,6,7,1,7
CC(OC(=O)c1ccc2ncsc2c1)C(=O)Nc1ccc2c(c1)OCCO2 (stereo not drawn),-15,4,16,28,18,3,-2,-1
O=C(Cn1c(=O)n(CC2CCC(C(=O)NCCc3ccccc3)CC2)c(=O)c2ccccc21)Nc1ccccc1F (stereo not drawn),-29,-1,-2,-7,-18,-5,-25,-15
Cc1ccnc(Nc2nc(-c3ccccc3)c3cc(Cl)ccc3n2)n1,83*,nt,17,18,13,5,91*,18
O=C(NC1CCSc2ccc(F)cc21)c1ccccc1F (stereo not drawn),20,0,8,20,13,1,22,17
CCOc1ccccc1NC(=O)C1(c2ccccc2)CC1,18,2,4,6,6,1,11,9
O=C(c1cnccn1)N1CCC2(CC1)CCN(CC1CC1)C2=O,0,4,2,-91,1,0,-16,6
Cn1nnc2cc(C(=O)Nc3cccc(Br)c3)ccc21,-13,0,0,0,12,-3,23,-2
Cc1ccc(-c2csc3ncn(CC(=O)NCc4ccccc4)c(=O)c23)cc1C,14,2,0,-6,7,7,0,-8
Cc1cc(-c2ccc(S(=O)(=O)Nc3ccccc3)s2)n[nH]1,6,3,2,-3,6,2,0,3

Remaining list, next part.
mol,USP30 inh,USP7 block,USP10 block,USP8 inh,USP28 block,UCHL1 inh,USP17 inh,OTUD3 inh
Cc1cc(C)n(CCCC(=O)N2CC[C@H](c3ccccc3)[C@H]3NCCCC[C@H]32)n1,-6,1,1,-15,-5,1,-10,-5
CC1CCN(C(=O)c2cc(-c3cccnc3)n[nH]2)CC1,nt,-4,3,-2,nt,0,-12,-8
O=C(N[C@@H]1CC[C@H]2Oc3ccccc3N[C@H]2[C@@H]1O)c1cccc(F)c1,0,0,2,4,7,4,1,8
COc1ccccc1CCNc1ncnc2nc[nH]c12,9,-2,-2,2,-1,0,-8,-5
COc1cc(OC)cc(C(C)(C)OC(=O)N[C@@H](C)C(=O)O)c1,6,2,0,14,5,-1,5,8
CCC(CC)C(=O)c1c[nH]c(C(=O)NC2CCCCCC2)c1,11,6,3,7,17,4,6,6
Cc1onc(-c2ccccc2)c1C(=O)NCC(O)c1ccccc1 (stereo not drawn),-16,-3,0,4,-6,-4,-2,-3
COc1ccc(-c2nc(NC(=O)C(NS(=O)(=O)c3ccccc3)C(C)C)sc2C)cc1 (stereo not drawn),22,8,9,28,5,0,14,8
COc1ccc(-c2nc3c(c(=O)[nH]2)CCN(C(=O)CSc2ccccc2)C3)cc1,27,4,0,-1,5,1,15,9
COc1ccc(-c2c(NC(=O)C3COc4ccccc4O3)n[nH]c2C)cc1OC (stereo not drawn),11,-144,6,18,32*,29,0,8
COc1ccc(CC(=O)N2CCC(c3nc(C)ncc3-c3cc(C)no3)CC2)cc1,0,-3,0,-12,-9,-1,-7,-1
COc1cc2nc(SCc3c(Cl)cccc3Cl)n(Cc3ccco3)c(=N)c2cc1OC,-280,-3,-2,-47,-62,-10,-66,-77

Next compounds follow.
mol,USP30 inh,USP7 block,USP10 block,USP8 inh,USP28 block,UCHL1 inh,USP17 inh,OTUD3 inh
Cc1cccc(CN2CCC3(COCc4c(C)nc(N5CCOCC5)nc43)C2)c1 (stereo not drawn),12,5,-1,13,18,5,1,5
O=C(O)C1CCCCN1Cc1c(-c2cccs2)nc2ccccn12 (stereo not drawn),-226,-7,-8,-7,-76,-9,-101,-44
CC(C)n1nnc2cc(S(=O)(=O)N3CCCC(C(=O)N4CCCC4)C3)ccc21 (stereo not drawn),-35,-8,-7,0,-6,-1,-16,-18
O=C(Cc1nnc(-c2cnccn2)o1)Nc1ccc(F)c(Cl)c1,17,4,-1,20,14,2,13,4
COc1ccc2[nH]c3c(c2c1)CCN1C(=O)CN(Cc2ccco2)C(=O)[C@]31C,-77,-14,-4,2,-19,0,-12,-18
COc1ccccc1CN1C(=O)Cc2c(C)nc(C3CCCN(S(C)(=O)=O)C3)nc21 (stereo not drawn),-40,2,-2,13,-4,2,-7,-8
O=C(/C=C/c1ccc(Br)cc1)N1CCc2ccccc2C1,-9,6,3,28,0,0,35*,2
Cc1cn[nH]c1C1CCCCN1C(=O)c1cc(=O)n(C)c(=O)n1C (stereo not drawn),11,-2,-3,6,-4,1,3,14

Structures above that have a nitro group on carbon, in the order listed:
mol,USP30 inh,USP7 block,USP10 block,USP8 inh,USP28 block,UCHL1 inh,USP17 inh,OTUD3 inh
NC(=O)c1ccc(N2CCN(c3ccccc3O)CC2)c([N+](=O)[O-])c1,-10,nt,1,12,12,3,32*,4
O=C(COc1ccccc1[N+](=O)[O-])NCCC1=CCCCC1,11,-34,-2,-105,7,1,-7,4

Complete entries, looked up by structure:
COc1ccccc1CN1C(=O)Cc2c(C)nc(C3CCCN(S(C)(=O)=O)C3)nc21 (stereo not drawn) in the list: USP30 inh = -40; USP7 block = 2; USP10 block = -2; USP8 inh = 13; USP28 block = -4; UCHL1 inh = 2; USP17 inh = -7; OTUD3 inh = -8
CC(C)n1nnc2cc(S(=O)(=O)N3CCCC(C(=O)N4CCCC4)C3)ccc21 (stereo not drawn) in the list: USP30 inh = -35; USP7 block = -8; USP10 block = -7; USP8 inh = 0; USP28 block = -6; UCHL1 inh = -1; USP17 inh = -16; OTUD3 inh = -18
